Source: PubChem
HCMV antiviral = inhibitors of human cytomegalovirus. activity change, negative = inhibition, % at 57.5 µM. hit rate 4.5% among 410,000. HFF cells, HCMV-luciferase reporter, 72 h; stronger effect = lower value; in the data active means activity change below about -60%; inconclusive means no clear call, values can overlap the other calls; inactive means above about -39%
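Screen run at 2 compound doses on HFFs infected with reporter HCMV, MOI 1 PFU/cell. Luciferase activity from cell lysates at 72 h post infection gave inhibition relative to buffer-only and Salinomycin wells.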
AmpC no deterg = blocks E. coli AmpC beta-lactamase in detergent-free assay. P00811. AmpC nitrocefin hydrolysis, absorbance 480 nm, 0.0001% Triton. Potency, µM (top dose mostly 57.1 µM), without a hit: at the top dose activity change, negative = inhibition, usual class: inhibitors. hit rate 0.52% among 330,000. AID 485341;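 further: potency means the concentration at half of the fitted maximal effect; plate controls were no compound for no effect and no enzyme for full effect; nearly all actives have a fitted effect of over 20% in size; some results filed as inactive show a strong effect at the top dose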
Target sequence (P00811 whole entry, looked up): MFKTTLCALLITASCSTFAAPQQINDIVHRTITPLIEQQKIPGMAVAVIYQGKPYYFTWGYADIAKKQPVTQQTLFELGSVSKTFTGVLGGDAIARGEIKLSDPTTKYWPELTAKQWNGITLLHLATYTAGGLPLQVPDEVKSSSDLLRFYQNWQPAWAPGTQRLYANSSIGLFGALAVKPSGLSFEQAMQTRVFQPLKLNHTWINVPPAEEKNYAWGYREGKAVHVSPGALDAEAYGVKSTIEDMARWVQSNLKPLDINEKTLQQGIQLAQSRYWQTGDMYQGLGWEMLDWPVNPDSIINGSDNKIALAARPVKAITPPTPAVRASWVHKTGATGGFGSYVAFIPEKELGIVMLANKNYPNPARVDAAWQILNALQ
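AmpC (5.3 nM in the dispensed reagent) in 20 mM phosphate pH 7.0 with 0.01% (detergent screen) or 0.0001% Triton X-100 was preincubated with compounds for 15 min at room temperature. Nitrocefin was then added from an 800 uM solution, and hydrolysis was followed at 480 nm.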
AMA1 RON2 block = AMA1-RON2 (P. falciparum) interaction inhibition | AlphaScreen AMA1-biotinylated RON2 peptide binding | hit rate 0.2% among 360,000 | Potency, µM (series often up to 58.2 µM), without a hit: at the top dose activity change, negative = inhibition, usual class: inhibitors;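 further: potency means the concentration at half of the fitted maximal effect; 0% = vehicle wells and -100% = peptide control; nearly all actives have a fitted effect of over 45% in size; some results filed as inactive show a strong effect at the top dose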
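AMA1 (3D7) with his tag at 25 nM final met compounds first, then biotinylated RON2 peptide at 25 nM; detection used donor plus acceptor beads, 10 µg/mL apiece, read by AlphaScreen after 30 min at room temperature.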
LmPK inhibitor = blocks Leishmania mexicana pyruvate kinase activity | Q27686 | Potency, µM (highest dose often 57.5 µM), for the others: at the top dose activity change, negative = inhibition, usual class: inhibitors | AID 1721 | purified LmPK, Kinase-Glo ATP luminescence, 1 h | hit rate 0.37% among 290,000; further: potency means the concentration at half of the fitted maximal effect
Target sequence (Q27686 whole entry, looked up): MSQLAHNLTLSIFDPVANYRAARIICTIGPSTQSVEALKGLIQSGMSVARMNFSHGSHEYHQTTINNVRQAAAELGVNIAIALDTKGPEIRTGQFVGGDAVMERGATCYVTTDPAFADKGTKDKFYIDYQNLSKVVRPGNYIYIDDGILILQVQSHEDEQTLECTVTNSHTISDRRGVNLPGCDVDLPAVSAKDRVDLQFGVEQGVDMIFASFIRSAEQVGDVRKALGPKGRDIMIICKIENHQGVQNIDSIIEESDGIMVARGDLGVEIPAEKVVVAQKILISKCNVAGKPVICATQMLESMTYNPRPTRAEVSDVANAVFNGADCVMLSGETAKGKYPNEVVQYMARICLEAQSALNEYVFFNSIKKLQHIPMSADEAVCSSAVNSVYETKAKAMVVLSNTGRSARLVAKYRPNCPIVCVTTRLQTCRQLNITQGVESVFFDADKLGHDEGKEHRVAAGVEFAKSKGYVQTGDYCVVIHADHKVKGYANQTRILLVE
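In 50 mM imidazole pH 7.2 with 7 mM MgCl2, LmPK (0.1 nM) turned over PEP (0.5 mM) and ADP (0.1 mM) for 1 h at room temperature. Luciferase read-out of ATP.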
TbPYK inhibitor = T. brucei pyruvate kinase inhibition | TbPYK enzyme, Kinase-Glo Plus ATP luminescence, 45 min | hit rate 0.12% among 410,000 | AID 624173 | Potency, µM (highest dose often 76.8 µM), for inactives: at the highest dose activity, negative = inhibition, most hits filed as inhibitors | Q57TT1; further: potency means the concentration at half of the fitted maximal effect; nearly all actives have a fitted effect of over 50% in size
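T. brucei PYK with substrate was exposed to pin-transferred compounds across a concentration series, then started with 130 uM ADP (final). After 45 min at room temperature, Kinase-Glo Plus luminescence was read, normalized and curve-fitted.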
AmpC detergent = AmpC beta-lactamase inhibition with detergent present; P00811; AmpC hydrolysis of nitrocefin, absorbance 480 nm, 0.01% Triton; Potency, µM (titrated, usually from 114 µM), inactives show at the highest dose activity change, negative = inhibition, most hits filed as inhibitors; hit rate 0.041% among 370,000; AID 485294;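 further: potency means the concentration at half of the fitted maximal effect; 0% = no-compound wells and -100% = no-enzyme wells; nearly all actives have a fitted effect of over 25% in size; some results filed as inactive show a strong effect at the top dose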
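AmpC (5.3 nM in the dispensed reagent) in 20 mM phosphate pH 7.0 with 0.01% (detergent screen) or 0.0001% Triton X-100 was preincubated with compounds for 15 min at room temperature. Nitrocefin was then added from an 800 uM solution, and hydrolysis was followed at 480 nm.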
Sm TGR inh = blocks Schistosoma mansoni thioredoxin glutathione reductase. Q962Y6. purified TGR, DTNB reduction, TNB absorbance 405 nm. Potency, µM (top dose mostly 114 µM), for the others: top-dose activity change, negative = inhibition, usual class: inhibitors. hit rate 3% among 360,000. AID 485364; further: potency means the concentration at half of the fitted maximal effect; nearly all actives have a fitted effect of over 60% in size
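TGR 20 nM + NADPH 100 uM (dispensed conc.), cpd preinc 15 min RT; start with NADPH (500 uM addition) then DTNB (15 mM addition). Kinetic TNB absorbance, 405 nm filter. Four-parameter Hill fit across titration.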
* = called active by the depositor; ? = inconclusive; . = not tested or not shown; & = joins results of further samples; [ ] = remark or other dose. Unless noted, the call rests on the fitted dose curve; in most records, active means well fitted curve in the direction sought with a large enough effect; inconclusive means small, poorly fitted or top-dose-only effect, or another doubt; inactive means no such curve, though single readings can be large; an effect the other way counts as inactive or inconclusive. Unless noted, on the % scale 0 is the no-effect control and ±100 the full control effect. This is a random part of the collection; overall some 7.4% were active at least once.

cpd	molecule	HCMV antiviral	AmpC no deterg	AMA1 RON2 block	LmPK inhibitor	TbPYK inhibitor	AmpC detergent	Sm TGR inh
1	COc1ccc(CCNC(=O)COC(=O)/C=C/c2cc(OC)c(OC)c(OC)c2)cc1OC	0	66%[activator]	1%	-3%	-7%	-6%	-7%
2	Cc1ccccc1OCC(=O)NNC(=O)C1CCCCC1C(=O)O (centres undefined)	19	-22%	-4%[2.32 µM]	1%	0%	-15%	-9%
3	CCC(c1ccccc1)c1nnc(NC(=O)c2ccco2)s1 (centres undefined)	-14	-14%	1%	-2%	0%	1%	9%
4	Cc1ccc(NC(=O)CCC(=O)NNC(=O)NC2CCCCC2)c(C)c1	-3	31%	5%	4%	1%	-6%	1%
5	Cc1ccc2cccc(OCC(=O)NCCC3=CCCCC3)c2n1	.	-3%	-18%	.	8%	.	.
6	Cc1[nH]c2ccccc2c1CCN(Cc1cccnc1)C(=S)NC(C)(C)C	-14	-13%	-3%	3%	-2%	-1%	?
7	O=C(NCC(=O)N(c1ccccc1)C(C(=O)NC1CCCC1)c1ccncc1)c1cccs1 (centres undefined)	-39	18%	0%	-5%	3%	-7%	-9%
8	O=C(CN1C(=O)c2cccc([N+](=O)[O-])c2C1=O)OCC(=O)N1CCCCC1	-37	8%	0%	.	-2%	0%	-16%
9	Cc1ccc2scc(N3CCCCC3)c(=O)c2c1	52	.	.	.	-2%	-3%	-5%
10	COc1cc(CN(C)Cc2cccc3ccccc23)cc([N+](=O)[O-])c1O	-20	-17%	-12%	-2%	-2%	?	-7%
11	CC1CC(C)CN(C(=O)COC(=O)c2ccc3ncsc3c2)C1 (centres undefined)	-2	1%	-10%	.	1%	-6%	-2%
12	COc1ccc(NC(=O)CSc2nc3[nH]c(=O)[nH]c(=O)c3s2)cc1OC	-15	-12%	40%[activator]	3%	2%	-9%	-7%
13	Cc1ccc(-c2onc(C)c2C)cc1S(=O)(=O)Nc1ccccn1	53	.	.	.	0%	?	-12%
14	COc1ccc(Cn2c(CCC(=O)Nc3cccc(Cl)c3)nc3cccnc32)cc1	-14	.	.	.	-5%	-10%	0%
15	CCOc1cc(CNCc2cccnc2)ccc1OCC(=O)NC(C)(C)C	2	-10%	-5%	0%	2%	-9%	-18%
16	Fc1ccccc1OCCCn1ccnc1	17	-10%	1%	-4%	0%	?	9%
17	Cc1ccc(NC(=O)CSc2ncccc2C(=O)Oc2ccccc2Cl)cc1Cl	13	.	.	.	-11%	5%	-11%
18	Cc1cc(C)cc(N(CC(=O)NCc2ccco2)C(=O)CCC(=O)Nc2nccs2)c1	-5	2%	1%	0%	-1%	0%	-13%
19	CN(C)c1ccc(CNCc2cccnc2)cc1	53	.	-16%	.	-16%	.	.
20	CCc1ccc2cc3c(cc2n1)C(=O)c1ccccc1-3	88	.	-3%	.	-2%	.	.
21	CCCN1CCN(C(=S)Nc2ccc3nc(N4CCN(CC)CC4)cc(C)c3c2)CC1	?	60%[activator]	-6%	2%	-5%	3%	2%
22	O=C(NC(=S)Nc1ccc(CN2CCOCC2)cc1)c1ccccc1[N+](=O)[O-]	-26	-29%	11%	-1%	1%	-5%	-24%
23	Cc1cccc(C)c1NC(=O)CNC(=O)c1c(C)nn(-c2ccccc2)c1C	-29	-2%	-8%	.	5%	?	2%
24	N#Cc1c(-c2ccccc2)nc(SCc2nc(N)nc(N3CCCCC3)n2)[nH]c1=O	-12	-39%	-5%	0%	?	-1%	4%
25	CCOc1cc(-c2cc(-c3ccc(OC)cc3)nc(N)c2C#N)ccc1O	-2	-28%	-7%	1%	-8%	0%	-17%
26	COc1ccc(C(=O)NCc2ccccc2CN2CCCC2)cc1S(=O)(=O)N1CCOCC1	-13	-16%	10%	.	1%	-4%	-5%
27	Cc1ccc(Cn2ccnc2SCC(=O)Nc2ccc3c(c2)OCCO3)cc1	?	.	.	.	-2%	5%	6%
28	CCCS(=O)(=O)N1CCN(C(=O)c2cccnc2)CC1	19	-8%	0%	-3%	-4%	-1%	-8%
29	CCc1ccc(NC(=O)CSc2nc3ccsc3c(=O)n2C(C)CC)cc1 (centres undefined)	?	.	.	.	1%	12%	-4%
30	CC(/C=N/n1c(C2CCCCC2)n[nH]c1=S)=C\c1ccccc1	-23	-24%	36%[activator]	-3%	?	2%	1%
31	COc1cccc(OC(=O)c2cc3ccccc3oc2=O)c1	17	-15%	-20%	-13%	10%	3%	2%
32	Cc1noc(C)c1S(=O)(=O)N1CCC(C(=O)NC2CCCc3ccccc32)CC1 (centres undefined)	?	-13%	17%	-1%	0%	-5%	-2%
33	CC(C)(C)C(=O)Nc1nc(=S)ss1	?	-8%	-24%	-3%	-8%	3%	-2%
34	Cc1ccc(C)c(NC(=O)Cn2ncc3c(C)n(Cc4ccc(F)cc4)c(C)c3c2=O)c1	5	.	.	.	8%	18%	0%
35	CCN(CC)C(=O)CSc1nc(C)cc(C)n1	?	-3%	-5%	6%	1%	-2%	1%
36	O=C(COCc1cc(-c2ccco2)on1)Nc1cccc(Cl)c1Cl	0	.	.	.	2%[15.4 µM]	-3%	-13%
37	Cc1cccc(NC(=O)c2sc(-n3nc(C)c(Cc4ccc5c(c4)OCO5)c3C)nc2C)c1C	-8	.	.	.	1%	8%	-5%
38	Cc1ccc(NC(=O)CCC(=O)NNC(=O)COc2cccc3ccccc23)c(C)c1	8	-26%	37%[activator]	-2%	-3%	-11%	0%
39	Cc1nnc(NNS(=O)(=O)c2ccc(Cl)cc2)[nH]c1=O	-34	-14%	83%[activator]	1%	-2%	2%	4%
40	COc1ccc(OC)c(S(=O)(=O)Nc2c(C)cccc2C)c1	?	-13%	-13%	3%	-2%	1%	.
41	CCCCNC(=O)CCC(=O)NNc1nc2ccccc2c2nc(-c3ccccc3)nn12	1&-22	69%[activator]	73%[activator]	-1%	-2%&1%	11%&-7%	0%&-8%
42	CCCN=C1N(C)C[C@@H]2[C@@H]3C(=O)N(Cc4ccccc4)C(=O)[C@@H]3[C@](CC)(C(=O)OC)N12	4	11%	7%	.	-15%	.	.
43	C=CCNc1nc(C(=O)OCC(=O)Nc2cccc(SC)c2)cs1	-16	-15%	-5%	.	5%	-8%	-6%
44	Cc1c(Cl)cccc1-n1ncc(C(=O)N2CCN(C)CC2)c1C1CCN(C(=O)OC(C)(C)C)CC1	21	.	.	.	0%	12%	-1%
45	COc1ccc(C(C)(C)C)cc1NC(=O)CSc1ncn[nH]1	-25	-15%	17%	.	-6%	?	2%
46	Cc1cc(C)c(Cn2c(=O)n(CCCC(=O)NCc3ccc4c(c3)OCO4)c(=O)c3sccc32)c(C)c1	31	.	.	.	0%	20%	1%
47	Cn1c(CC(=O)Nc2ccccc2Cl)nnc1SCC(=O)Nc1nncs1	-16	-9%	0%	2%	-6%	-10%	-12%
48	COc1ccc(Nc2ccc3cc(S(=O)(=O)N4CCCC4)ccc3n2)cc1OC	-9	.	.	.	-3%	7%	1%
49	CCOC(=O)c1sc(NC(=S)NC(=O)c2ccc(OC)cc2)nc1C	-4	-20%	28%	0%	-6%	5%	0%
50	CCC(=O)Nc1nnc(-c2ccccn2)o1	14	-46%	12%[2.32 µM]	4%	-2%	-13%	0%
51	CN(Cc1nccs1)C(=O)c1ccc(OC2CCN(CCc3ccccc3)CC2)cc1	-34	58%	7%	0%	-5%	?	-10%
52	CC(=O)Oc1ccc(C(=O)Nc2ccc(C3(C#N)CCCC3)cc2)cc1	61	-16%	-1%	-4%	1%	?	-8%
53	CC1=C(C(=O)OC(C)C)C(c2ccc(N(C)C)cc2)C2=C(CC(C)(C)CC2=O)N1 (centres undefined)	-10	40%	-5%	2%	-27%	?	1%
54	C/C(CC(=O)Nc1cc(C)ccn1)=N\NC(=O)c1ccncc1	-27	0%	103%[activator]	3%	-3%	2%	8%
55	O=C(N/N=C/c1ccc(OCC(=O)N2CCCCC2)cc1)c1ccccc1O	114	-38%	18%	-3%	1%	-1%	0%
56	Brc1ccccc1OCCCN1CCOCC1	73	-15%	-17%	0%	-15%	-13%	5%
57	O=C(/C=C/c1ccc(F)cc1)NC(=S)N1CCN(Cc2ccccc2)CC1	-2	-13%	28%	4%	-13%	1%	-2%
58	C/C(=N/NC(=O)c1cccs1)c1ccco1	31	1%	21%	?	-14%	5%	-2%
59	N#Cc1nc(COc2ccccc2)oc1N1CCCC1	-14	-8%	-14%	0%	4%	-6%	5%
60	COc1cc(OC)cc(C(=O)N[C@H](C(=O)OCC(=O)N2CCc3ccccc32)C(C)C)c1	9	64%[activator]	-8%	11%	0%	-18%	3%

Carrying on:
cpd	molecule	HCMV antiviral	AmpC no deterg	AMA1 RON2 block	LmPK inhibitor	TbPYK inhibitor	AmpC detergent	Sm TGR inh
61	CCOC(=O)C(Cc1ccccc1)NC(=O)CCC(=O)c1ccc(OC)cc1 (centres undefined)	42	24%	4%	0%	-1%	5%	-1%
62	COCCn1cc(C(=O)c2ccccc2OCC(=O)Nc2cc(C)on2)cc(C#N)c1=O	-3	-3%	0%	8%	4%	-2%	-19%
63	CCC(=O)NC1(C(F)(F)F)C(=O)Nc2c1c(=O)n(C)c(=O)n2C (centres undefined)	-10	1%	-8%	1%	-8%	1%	6%
64	COc1ccc(S(=O)(=O)N2CCC3CC2c2cc(-c4ccc5c(c4)OCO5)ccc23)cc1 (centres undefined)	-3	.	8%	.	-12%	.	.
65	COc1ccc(C2=CN(Cc3ccccc3)CCC2=O)cc1	27	-4%	-20%	.	-12%	.	.
66	CC(C)(C)OC(=O)N1CCC(c2c(C(=O)NCCc3ccccc3)cnn2-c2ccc(F)cc2F)CC1	0	.	.	.	-7%[15.4 µM]	-1%	9%
67	Cc1ccc2[nH]c(=O)c(-c3noc(CC(C)C)n3)cc2c1	0	-22%	-7%	7%	2%	2%	-1%
68	O=C(NCCc1c[nH]c2ccccc12)c1[nH]c(C(F)(F)F)nc1-c1ccccc1	-20	.	17%	.	5%	.	.
69	CNCc1ccc(OCc2ccccc2)c(OC)c1	19	-21%	-5%	-3%	-1%	-6%	-3%
70	CC(C)NC(=S)n1cc(C(=O)c2cc(Cl)cc(Cl)c2O)cn1	?	-39%	92%[activator]	3%	-1%	-3%	-10%
71	Cc1ccc(C2C3=C(CCCC3=O)Nc3[nH]c(=S)[nH]c(=O)c32)cc1 (centres undefined)	-4	-42%	41%[activator]	3%	?	?	-2%
